# PAX8 reporter: PAX8 transcriptional activity inhibition; inhibition, % at 12.6 µM; RMG-I TPO-luciferase reporter, SteadyGlo, 24 h; AID 652154; 360,000 compounds, 1.2% hits;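 active = mean replicate inhibition at least 60% with every replicate also reaching 60%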;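 note: luciferase light reporting Pax8 driven TPO promoter activity; plate controls were median of neutral control wells for no effect and mitoxantrone controls for full effect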
# GSIS activator: primary screen for activators of insulin secretion dependent on glucose, INS-1E cells, GLuc reporter luminescence | INS-1E GLuc reporter insulin secretion, 2-3 h | 370,000 compounds, 0.61% hits | activation, % at 16.6 µM;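 active = lowest replicate activation of at least 40%, so every replicate reaches that level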;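 note: 0% = median of neutral control wells and 100% = median of IBMX positive control wells; some compounds called inactive have numbers as strong as hits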
# LGR2 inh: Drosophila LGR2 receptor signaling inhibition; HEK293 LGR2, CRE-luciferase, bursicon-stimulated, 4 h; inhibition, % at 9.99 µM; 380,000 compounds, 0.35% hits;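 active = drop in luminescence signal, shown as inhibition above about 50% in the replicate tests, limit read from the data, passing the limit was not always enough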;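 note: agonist challenge used bursicon conditioned medium at about half maximal strength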
# PGC1a acetyl inh: lowers PGC1a acetylation signal in U2OS cells. AlphaScreen anti-acetyl-lysine; with virally co-expressed GCN5 acetyltransferase. inhibition, % at 15.6 µM. 350,000 compounds, 0.17% hits. AID 651687;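 active = every replicate shows inhibition of at least 40%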;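 note: 0% = neutral control wells and 100% = positive control wells; some results beyond the cut were filed as inactive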
# ARNT TACC3 PPI: ARNT/TACC3 interaction disruption; Q9Y6A5; AlphaScreen His-ARNT PAS-B/GST-TACC3 binding, luminescence; TACC3 fragment carries E629A point mutation; inhibition, % at 9.99 µM; 390,000 compounds, 0.66% hits;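 active = mean inhibition of replicates at least 50% and at least half of replicates each reaching 50%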;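 note: 0% = complete ARNT plus TACC3 wells and 100% = ARNT alone without TACC3; many hits fall short of the cut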
# C2C12 statin: suppression of simvastatin myotoxicity; C2C12 myotubes + simvastatin, ATP luminescence, 48 h; scaled: DMSO 0, geranylgeraniol control 100; rescue of ATP level, % at 7.49 µM; 330,000 compounds, 0.78% hits;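 active = mean ATP rescue above about 67%, or every replicate alone reaching that limit, limit read from the data, passing the limit was not always enough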;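 note: myotubes were challenged with 10 µM simvastatin during compound exposure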
# Cneo AK release: causes C. neoformans cell lysis. adenylate kinase release luminescence, 4 h; normalised: neutral wells 0, clomiphene wells 100. lysis activity, % at 15 µM. 360,000 compounds, 0.2% hits. AID 651654;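 active = mean lysis activity across replicates of at least 80%, whatever share of replicates individually reach that level; inactive = mean lysis activity below 80%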
#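 read-out = cell lysis signal | test system = log-phase Cryptococcus neoformans yeast cells | input = cells at 5 × 10^6 per mL | medium = fresh YPD growth medium | signal = luminescent adenylate kinase detection reagent | timing = 4 h at 37 °C static, read 1 h later | dosing = single dose | controls = Clomiphene as positive lysis control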
# PglD inh: PglD (C. jejuni) enzyme inhibition; inhibition, % at 12.5 µM; purified PglD enzyme, DTNB colorimetric CoA detection; 360,000 compounds, 0.098% hits; in the data active = inhibition above about 16%, passing the limit was not always enough; note: strong numbers were not always called active
# Active calls of the source: *; nt = not tested or not shown.
Compound	PAX8 reporter	GSIS activator	LGR2 inh	PGC1a acetyl inh	ARNT TACC3 PPI	C2C12 statin	Cneo AK release	PglD inh
CCOc1nc2ccccc2cc1/C=C/C(=O)O	-3	7	2	3	2	-3	0	-2
CCOC(=O)C1=C(CC)Nc2ccccc2N=C1NC(=O)c1ccc(S(=O)(=O)N2CCCC2)cc1	4	-24	18	-1	5	nt	nt	nt
O=C(Nc1cc([N+](=O)[O-])ccc1F)c1cccs1	7	24	5	nt	-16	nt	nt	nt
CCCC1NC(=O)NC(C)=C1C(=O)OCC (stereo unspecified)	nt	28	-10	-5	3	15	-1	-3
CCC(=O)Nc1sc2c(c1C(=O)OC)CCN(Cc1ccccc1)C2	10	nt	nt	nt	-1	-1	7	6
Cc1ccc(OCC(=O)N2c3ccccc3CC2C)c([N+](=O)[O-])n1 (stereo unspecified)	-3	1	25	nt	-5	4	nt	nt
CCc1ccc(OCCCC(=O)Nc2cccc(C(=O)O)c2)cc1	-19	0	4	4	-7	nt	-1	1
O=C(C[C@@H]1C[C@@H]2c3cc(NC(=O)c4ccc5c(c4)OCO5)ccc3O[C@@H]2[C@H](CO)O1)NC1CCCC1	-3	0	-1	-2	-3	2	-2	1
COCCN(C(=O)c1csnn1)C(C(=O)NC1CCCC1)c1ccccc1F (stereo unspecified)	-13	28	-3	-15	-1	0	nt	nt
O=C(Nc1nccs1)c1cccc(NC(=O)c2ccco2)c1	nt	nt	nt	1	0	nt	-4	2
O=C(C1=C(O)C(=O)N(CC2CCCO2)C1c1ccccc1F)c1ccco1 (stereo unspecified)	-10	-6	10	-14	5	-1	-3	1
COc1ccc2cc(Br)ccc2c1CC(=O)NCCCN1CCOCC1	11	6	12	nt	0	nt	nt	nt
CCc1cc(C(=O)N/N=C/c2ccc(OC)cc2)c2ccccc2n1	8	2	16	4	5	-7	0	-7
O=C(Nc1ccc(S(=O)(=O)NCc2ccccc2)cc1)c1ccc(Br)o1	nt	-14	16	-23	22	7	2	12
COc1ccccc1-c1cnc2c(c1)C(=O)N([C@H](C)CO)C[C@H](C)[C@@H](CN(C)Cc1ccccc1)O2	18	-8	-11	-13	23	14	-1	-2
CCOC(=O)[C@@H](NC(=O)/C=C/[C@H]1O[C@@H](n2cc(C)c(=O)[nH]c2=O)C[C@@H]1O)C(C)C	2	nt	nt	-8	nt	-2	17	8
CCCNC(=O)C[C@@H]1C[C@@H]2c3cc(NC(=O)c4cccnc4)ccc3O[C@@H]2[C@H](CO)O1	-13	-6	-4	2	-7	-5	-2	19
Cc1cccc(S(=O)(=O)N2CCCCN3[C@H](CO)[C@H](c4ccc(-c5cccnc5)cc4)[C@@H]3C2)c1	-10	3	33	-10	-1	nt	54	0
CCC(C)NC(=O)C1c2ccccc2C(=O)N1Cc1ccccc1 (stereo unspecified)	1	-48	-5	-8	-7	-3	1	0
COc1cccc(CNC(=O)CCNC(=O)N2CCn3c2nc2ccccc23)c1	-3	5	-5	-11	3	-12	0	3
O=C1c2cnc3nc(SCc4cccc(Cl)c4)nn3c2CC2c3ccccc3CCN12 (stereo unspecified)	nt	nt	nt	1	-9	8	4	-4
C[C@H]1CN([C@@H](C)CO)C(=O)c2cc(NC(=O)Cc3ccccc3)ccc2O[C@@H]1CN(C)C(=O)Nc1ccc2c(c1)OCO2	-11	-5	4	19	-1	26	0	-10
Cc1cc(C)n(-c2ccc(NC(=O)C3CCCCN3C(=O)c3ccc(C)s3)cc2)n1 (stereo unspecified)	-17	-25	14	-2	-1	-7	-1	4
O=C(N[C@@H]1CC[C@H](CC(=O)N2CCCCC2)O[C@H]1CO)c1ccccn1	0	-5	-12	-2	nt	-9	-7	3
Cc1ccc(C(=O)OCC(=O)NC2CC2)s1	2	nt	-4	6	0	-2	9	6
CN(C)CC#Cc1ccc([C@@H]2[C@@H](CO)N3CCCCN(C(=O)Nc4ccc(F)cc4)C[C@@H]23)cc1	-47	13	-3	-2	6	-19	0	8
CCOc1ccc(S(=O)(=O)N2CCCCC2)cc1NC(=O)c1ccccc1	-11	7	-11	4	5	-40	-1	3
O=C(NC(=S)Nc1ccccn1)c1ccc(-c2ccccc2)cc1	-189	5	4	-5	0	nt	-9	0
CC(NC(=O)Cc1ccccc1)c1ccccc1 (stereo unspecified)	24	11	4	nt	-5	-4	-3	-5
COC(=O)CSc1nnc(-c2c[nH]c3ccccc23)o1	-7	12	-7	16	-1	-5	-4	-3
COc1cccc(C(C(=O)NC(C)(C)C)N(CCC(C)C)C(=O)CCC(=O)Nc2cc(C)on2)c1OC (stereo unspecified)	4	-7	0	nt	2	nt	nt	nt
CO[C@H]1CN(C)C(=O)c2ccc(NC(=O)Nc3cc(F)ccc3F)cc2OC[C@H](C)N(C(=O)c2cnccn2)C[C@@H]1C	nt	-17	2	4	nt	21	-4	-2
COc1ccccc1C(=O)NC(=O)COC(=O)c1ccc(Cl)nc1	-9	12	-2	nt	-2	nt	nt	nt
O=C(CNC(=O)c1cc2c(n(-c3ccccc3)c1=O)CCCC2=O)c1ccccc1	-11	5	-6	5	-5	-1	2	0
CC(C)CC#Cc1cnc2c(c1)C(=O)N([C@H](C)CO)C[C@@H](C)[C@H](CN(C)S(C)(=O)=O)O2	nt	0	-5	nt	7	-6	0	-2
O=C(Cn1nc(-c2ccccc2)oc1=O)OCC(=O)c1ccc(F)c(F)c1	2	7	-9	-2	2	0	0	-1
CCCCN(CCCC)CCNC(=O)c1cn(CC)c2ccc(S(=O)(=O)N3CCCC3)cc2c1=O	-2	nt	-9	0	0	-9	6	-1
C[C@@H]1CN([C@H](C)CO)C(=O)c2cc(/C=C/c3ccccc3)cnc2O[C@H]1CN(C)S(=O)(=O)c1ccc(F)cc1	5	-15	0	-5	6	-16	-2	-3
CC(C)(C)C1CCc2c(sc3ncn(N)c(=N)c23)C1 (stereo unspecified)	-7	nt	1	12	2	-5	1	1
O=C(COc1ccccc1[N+](=O)[O-])NCC1(N2CCOCC2)CCCCC1	27	16	-15	-3	4	6	-8	-1
C[C@H](CO)N1C[C@H](C)[C@@H](CN(C)Cc2ccc(Oc3ccccc3)cc2)Oc2ccc(NC(=O)Cc3ccccc3)cc2CC1=O	7	-7	-13	-23	-3	64	60	3
O=C(NC(=S)Nc1nc2c(s1)CSc1ccccc1-2)c1ccccc1	nt	-1	nt	8	1	-3	1	-4
Cc1ccc(CN2CCN(/N=C/c3ccc(C)s3)CC2)c(C)c1	33	-18	-15	4	22	2	-3	2
Cc1sc(-c2ccncc2)nc1OC(=O)c1ccc(Cl)cc1	nt	11	-9	nt	-4	-14	-1	2
CCN(CC)CCCOc1ccc(C)cc1Br	nt	nt	nt	0	11	nt	0	3
CC(=O)c1ccccc1NC(=O)COC(=O)c1cc(C)oc1C	-2	16	-15	-2	2	-9	-5	-6
COc1ccc(/C=N/NC(=O)CN(C2=NS(=O)(=O)c3ccccc32)c2ccccc2)cc1	-8	31	-6	5	-7	9	-3	-4
C=COCCNC(=O)C(=O)NCC(C)C	nt	nt	nt	-1	-2	5	1	2
C[C@H](CO)N1C[C@H](C)[C@H](CN(C)C)Oc2cc(-c3cccc(F)c3)ccc2S1(=O)=O	nt	9	8	4	-3	14	-15	2
O=C(NNc1ccc([N+](=O)[O-])cc1)c1ccco1	3	-1	-10	nt	nt	nt	-2	10
CC(=O)N(CCCCN1C(=O)c2ccccc2C1=O)c1ccc(C)cc1	6	nt	nt	5	-7	15	-3	2
COCCOc1nc2c(c(=O)n(C)c(=O)n2C)n1CCc1ccccc1	nt	nt	nt	-6	-19	nt	2	-6
CCCNC(=O)N[C@H]1CC[C@H](CC(=O)N2CCN(C)CC2)O[C@H]1CO	2	3	-8	-3	1	6	-4	-3
COCCN(C(=O)CNC(=O)c1ccco1)C(C(=O)NC1CCCC1)c1ccccc1 (stereo unspecified)	3	22	0	20	0	19	-3	-1
O=C(O)CC(SCC(=O)Nc1ccc(Cl)c(S(=O)(=O)N2CCOCC2)c1)C(=O)O (stereo unspecified)	0	-5	-8	-1	-3	nt	-1	0
C[C@H]1CN([C@@H](C)CO)C(=O)c2cc(-c3ccc(C(=O)N(C)C)cc3)cnc2O[C@H]1CN(C)C(=O)CN(C)C	nt	7	-8	6	-6	13	0	1
COc1ccc(OC)c(NC(=S)NN2CCOCC2)c1	-3	nt	nt	-4	4	1	1	3
CCOc1cccc2sc(N(CCCN(C)C)C(=O)Cc3ccccc3)nc12	-18	-3	-6	-5	0	6	0	-2
O=C1C=C(NCc2ccccc2)c2ccccc2C1=O	77*	3	96*	-6	25	nt	nt	nt
C[C@H]1CN([C@@H](C)CO)C(=O)c2ccccc2-c2ccccc2CO[C@H]1CN(C)C(=O)Nc1ccc(F)cc1	-38	-22	6	-5	-5	nt	-1	0

# 3 entries out of the list above, sorted by their value in GSIS activator, descending:
smiles | GSIS activator | LGR2 inh | PGC1a acetyl inh | ARNT TACC3 PPI | PglD inh
CCOc1ccc(S(=O)(=O)N2CCCCC2)cc1NC(=O)c1ccccc1 | 7 | -11 | 4 | 5 | 3
O=C(NNc1ccc([N+](=O)[O-])cc1)c1ccco1 | -1 | -10 | nt | nt | 10
O=C(O)CC(SCC(=O)Nc1ccc(Cl)c(S(=O)(=O)N2CCOCC2)c1)C(=O)O (stereo unspecified) | -5 | -8 | -1 | -3 | 0

# Continued:
Compound	PAX8 reporter	GSIS activator	LGR2 inh	PGC1a acetyl inh	ARNT TACC3 PPI	C2C12 statin	Cneo AK release	PglD inh
COc1ccc(NC(=O)Nc2ccc3c(c2)C(=O)N([C@H](C)CO)C[C@H](C)[C@H](CN(C)C(=O)Nc2ccc4c(c2)OCO4)OCCCC[C@H](C)O3)cc1	-7	11	29	-5	28	nt	2	-2
CCCCNC(=O)CCn1nc(-c2ccc(Cl)cc2)ccc1=O	-13	-8	-8	nt	-1	8	nt	nt
Cc1cc(C)c2nc(SCC(=O)N3CCCCC3)c(C#N)cc2c1	nt	23	12	9	-16	6	3	4
CCOc1cc(/C=C2\CCC/C(=C\c3cc(Cl)c(O)c(OCC)c3)C2=O)cc(Cl)c1O	nt	nt	nt	-21	-6	63	1	-1
Cc1ccc(C2C(C#N)=C(N)OC3=C2C(=O)CC(C)(C)C3)s1 (stereo unspecified)	1	-6	-4	-3	7	nt	-1	-4
CC(C)(CN=C1NS(=O)(=O)c2ccccc21)CNC(=O)c1ccccc1	-12	-2	-3	nt	-1	nt	-1	-1
CN1CCN(C(=O)C[C@@H]2C=C[C@H](NC(=O)Nc3ccccc3F)[C@H](CO)O2)CC1	-7	14	2	35	nt	-10	nt	nt
C[C@H](CO)N1C[C@H](C)[C@H](CN(C)S(=O)(=O)c2ccc(Cl)cc2)Oc2c(NS(=O)(=O)c3cccs3)cccc2C1=O	-2	nt	nt	-7	nt	-28	1	-1
COc1ccc(NS(=O)(=O)c2cccc(C(=O)NCC(c3ccco3)N3CCCC3)c2)cc1 (stereo unspecified)	14	-4	8	0	8	nt	nt	nt
Cc1noc(C)c1S(=O)(=O)Nc1ccc2c(c1)C(=O)N([C@H](C)CO)C[C@H](C)[C@H](CN(C)C(=O)Nc1ccccc1)OCCCC[C@H](C)O2	-5	-19	-11	-10	0	nt	-4	8
N#CCSc1nnc(-c2c[nH]c3ccccc23)o1	-5	-1	-6	-4	18	nt	-1	6
Cc1ccc(S(=O)(=O)N2CCN(CC(=O)Nc3ccnn3C3CCCC3)CC2)cc1	-2	10	-19	1	-5	-3	-1	3

# Bioassay records deposited in PubChem by Broad Institute.
